p-CIP stab down = lowers stability of the mouse p/CIP coactivator protein. F442A p/CIP-EGFP cells, EGFP fluorescence, 16 h. Q05BA5. decrease of EGFP signal, % at 10 µM. hit rate 0.01% among 290,000;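 active = EGFP signal decrease of at least 30% at 10 µM or well 3 SD below plate mean, unless failing retest; inactive = the rest, including hits failing retest or dose response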; note: some compounds called inactive have numbers as strong as hits; many of its hits are not listed in these tables
IMP-1 inhibitor = blocks Pseudomonas aeruginosa IMP-1 metallo-beta-lactamase; purified IMP-1, nitrocefin hydrolysis, epi-absorbance fluorescence; inhibition, % at 5.6 µM; hit rate 0.45% among 290,000;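 active = inhibition above the mean plus 3 SD of all compounds in the same screening run, cut at about 4.5% in these data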;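 note: 0% = IMP-1 with DMSO and 100% = DMSO wells lacking enzyme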
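System – purified recombinant IMP-1 beta-lactamase · Input – IMP-1 dispensed at 0.2 nM · Timing – 15 min preincubation plus 25 min reaction at 25 °C · Signal – Epi-absorbance fluorescence, 480 nm excitation, 530 nm emission · Measure – percent IMP-1 inhibition derived from blank-referenced optical density · Controls – Enzyme-plus-DMSO low control, enzyme-free DMSO high control · Replication – singlicate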
GPR7 antagonist = blocks human GPR7 receptor signaling | GPR7-expressing cells, fluorescence antagonist assay | inhibition, % at 4.4 µM | P48145 | hit rate 1.1% among 290,000 | AID 1861; in the data active = inhibition above about 16%, passing the limit was not always enough;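 note: cells stimulated with the agonist NPW; 0% = agonist with vehicle and 100% = vehicle without agonist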
Target sequence (P48145 whole entry, looked up): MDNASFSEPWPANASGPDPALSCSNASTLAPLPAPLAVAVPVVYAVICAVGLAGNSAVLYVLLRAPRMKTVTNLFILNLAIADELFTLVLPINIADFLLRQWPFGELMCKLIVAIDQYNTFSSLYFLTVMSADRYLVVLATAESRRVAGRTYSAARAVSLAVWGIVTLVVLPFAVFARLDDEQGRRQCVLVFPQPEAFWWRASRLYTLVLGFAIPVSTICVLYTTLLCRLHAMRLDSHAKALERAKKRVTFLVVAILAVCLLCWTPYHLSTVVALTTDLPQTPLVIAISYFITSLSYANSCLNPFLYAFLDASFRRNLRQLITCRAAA
IDE inh = inhibitors of human insulin-degrading enzyme in cells; P14735; HEK cells, FAbetaB cleavage, fluorescence polarization; inhibition, % at 5.59 µM; hit rate 0.41% among 320,000; AID 434962;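 active = percent inhibition above the average of all tested compounds plus 3 SD, set per screening campaign, cut at about 16% in these data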;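 note: IDE supplied by intact live HEK cells; FP after avidin binding of uncleaved biotin substrate so inhibition keeps polarization high; 0% = DMSO wells and 100% = 60 µM reference IDE inhibitor Ii1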
NALP1 yeast inh = blocks the NALP1 inflammasome reconstituted in yeast; S. cerevisiae NALP1/ASC/caspase-1 growth, X-gal OD620, 72 h; inhibition, % at 10 µM; hit rate 0.61% among 280,000; AID 2071; in the data active = inhibition mostly above about 24%, no sharp cut-off; inactive = mostly below about 32%; note: some compounds called inactive have numbers as strong as hits
IDE act = activators of human insulin-degrading enzyme in cells; P14735; HEK cells, FAbeta-B cleavage, fluorescence polarization; 0% vehicle, 100% cell-free pure enzyme wells; activation, % at 5.96 µM; hit rate 0.073% among 340,000; AID 493087;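 active = activation above the mean of all tested compounds plus 3 SD, set per screening campaign, cut at about 17% in these data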
PHOSPHO1 inh = PHOSPHO1 (human) inhibition; Q8TCT1; recombinant PHOSPHO1, absorbance phosphatase assay; inhibition, % at 13.3 µM; hit rate 1.1% among 290,000; AID 1565; in the data active = inhibition above about 60%
Target sequence (Q8TCT1 whole entry, looked up): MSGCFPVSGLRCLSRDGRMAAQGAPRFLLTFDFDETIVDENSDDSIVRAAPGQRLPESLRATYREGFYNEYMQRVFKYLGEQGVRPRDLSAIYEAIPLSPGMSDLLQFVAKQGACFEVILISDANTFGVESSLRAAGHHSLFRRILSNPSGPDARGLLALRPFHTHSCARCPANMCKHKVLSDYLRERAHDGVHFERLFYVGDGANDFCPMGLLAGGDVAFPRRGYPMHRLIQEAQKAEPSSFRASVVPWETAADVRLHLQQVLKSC
PfM18AAP inh = blocks P. falciparum M18 aspartyl aminopeptidase | recombinant PfM18AAP, H-Glu-NHMec fluorogenic cleavage | inhibition, % at 7.35 µM | hit rate 1.2% among 290,000;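 active = inhibition above the campaign mean inhibition over all tested compounds plus 3 SD, cut at about 28% in these data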;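 note: 0% = plate median of test compound wells and 100% = 2 mM ZnCl2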
VIM-2 inh = blocks Pseudomonas aeruginosa VIM-2 metallo-beta-lactamase; purified VIM-2, nitrocefin hydrolysis, epi-absorbance fluorescence; inhibition, % at 5.6 µM; hit rate 0.89% among 290,000;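 active = inhibition above the mean of all tested compounds plus 3 SD, cutoff set per screening run, cut at about 7.5% in these data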;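 note: red hydrolysis product quenches plate fluorescence so inhibitors raise well fluorescence; 0% = enzyme with DMSO and 100% = DMSO without enzyme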
An asterisk follows results filed as active; / = not tested or not shown.

Molecule,p-CIP stab down,IMP-1 inhibitor,GPR7 antagonist,IDE inh,NALP1 yeast inh,IDE act,PHOSPHO1 inh,PfM18AAP inh,VIM-2 inh
CCNC(=O)CSc1nnc(-c2cccc(S(=O)(=O)N(CC)CC)c2)n1CCc1ccccc1,4,-0.6,3,1,8,3,30,5,-1.9
Cc1ccc(S(=O)(=O)N(C)CC(=O)O/N=C(\N)c2cccc([N+](=O)[O-])c2)cc1,-5,-1.0,-2,-9,25,3,24,-1,-3.3
O=C(O)c1cccc(NC(=O)c2ccc(S(=O)(=O)c3ccccc3)cc2)c1,-6,-3.2,2,1,27,-1,11,-6,-1.2
CC(C)C1N(c2ccccc2)C(N)=C(C#N)C1(C#N)C#N (configuration not stated),24,-0.8,-7,2,33,3,-11,-4,1.1
CCOC(=O)N1CCN(C(=O)c2oc3ccc(S(=O)(=O)N4CCCCC4)cc3c2C)CC1,-6,-0.7,-13,-1,13,-7,10,-6,-2.1
O=[N+]([O-])c1ccccc1O[C@@H]1O[C@H](CO)[C@H](O)[C@H](O)[C@H]1O,-8,-0.8,-12,8,/,4,22,3,-2.8
Cn1cc(CNC(=O)C2c3ccccc3Oc3ccccc32)cn1,-12,0.7,11,6,22,5,11,6,-2.6
Cc1cc(N)n(-c2ccc(Cl)cc2)n1,0,-2.3,-5,0,-4,7,-13,-11,-1.4
CCOC(=O)c1c(CSc2ccccc2)n(C)c2ccc(O)c(CN3CCOCC3)c12,13,-3.5,-8,2,-12,3,-26,-2,-2.1
CCSc1nnc(NC(=O)NC(CC)(C(F)(F)F)C(F)(F)F)s1,5,-3.0,10,9,6,4,19,-10,-1.2
Cc1cc(=O)oc2c1c(C)nn2-c1ccc(Br)cc1,-5,-2.0,-10,2,2,5,44,-6,-2.9
COc1ccc(CN2CCN(c3cc(C)nc4c5c(C)cc(C)nc5nn34)CC2)cc1F,-2,/,/,2,-1,5,-1,/,/
CCSC(=S)c1c(C)[nH]n(-c2ccccc2)c1=O,-9,-1.9,-6,1,11,1,24,-11,-3.3
CCOC(=O)N1CCN(S(=O)(=O)c2c(C)nc3sccn3c2=O)CC1,8,-0.1,-2,0,10,8,29,-2,-2.8
Cc1cccc(NS(=O)(=O)c2cnc(Cl)c(Br)c2)n1,-5,-3.7,-3,0,14,-1,7,2,-0.7
CCN(CC)C(=O)C1CCCN(Cc2cccc(F)c2)C1 (configuration not stated),4,-0.8,10,5,22,-3,-3,-11,0.6
COc1ccc(S(=O)(=O)CCc2nnc(NC(C)=O)s2)cc1,-5,-3.4,-14,-2,3,2,-1,3,-3.8
C=CCN(CC=C)CCOc1cc(C)ccc1[N+](=O)[O-],-15,-1.4,-10,-1,14,4,23,1,-3.0
CCC(C)[C@H](NC(=O)N1CC(=O)Nc2ccccc21)C(=O)Nc1ccccc1C (some centres not stated),6,-2.3,2,-2,3,7,26,1,-0.6
CCCN(C(=O)C(=O)Nc1ccc2nc3n(c(=O)c2c1)CCCCC3)c1ccc(OCC)cc1,-28,-3.8,-1,3,/,5,8,-14,-4.0
COc1ccc(C(=O)CC(=O)C(=O)Nc2cc(Cl)c(OC)cc2OC)cc1,3,-2.0,4,2,10,1,37,6,-2.4
CC1CN/C(=C\C(=O)c2ccc(Br)cc2)C(=O)N1 (configuration not stated),-8,-2.3,-8,3,13,-4,-8,-1,-1.7
N#Cc1ccc2[nH]c(CO)c(-c3ccccc3)c2c1,2,2.3,-4,9,6,6,-2,-9,1.1
O=C1CCc2ccc(NC(=O)C3CC3)cc2N1,12,-4.0,-1,0,16,3,-5,2,-1.5
CCOc1ccccc1NC(=O)CC1Nc2cc(C)c(C)cc2NC1=O (configuration not stated),-8,-2.8,-18,3,0,2,-17,10,-4.2
CCOc1ccc(-n2c(N)c(-c3nc4ccccc4[nH]3)sc2=S)cc1,-4,-3.8,6,10,7,0,33,3,-5.4
CCOc1ccc(C(=O)O/N=C(\N)c2ccccn2)cc1,2,-1.2,8,/,22,-1,41,-6,-0.2
COc1cccc(NC(=O)CNC(=O)c2ccccc2)c1,0,-4.5,-9,3,11,2,24,-5,-2.8
Fc1ccccc1/C=N/n1c(-c2cccnc2)n[nH]c1=S,0,-1.6,-6,-3,12,5,-108,1,1.2
CCOCCOC(=O)COc1ccc2c(-c3ccccc3)cc(=O)oc2c1,4,-2.8,0,7,36,-2,-5,-1,-0.9

Nothing new here: entries from further up.
Molecule,p-CIP stab down,IMP-1 inhibitor,GPR7 antagonist,IDE inh,NALP1 yeast inh,IDE act,PHOSPHO1 inh,PfM18AAP inh,VIM-2 inh
COc1ccc(CN2CCN(c3cc(C)nc4c5c(C)cc(C)nc5nn34)CC2)cc1F,-2,/,/,2,-1,5,-1,/,/
CCSC(=S)c1c(C)[nH]n(-c2ccccc2)c1=O,-9,-1.9,-6,1,11,1,24,-11,-3.3
CCOC(=O)N1CCN(S(=O)(=O)c2c(C)nc3sccn3c2=O)CC1,8,-0.1,-2,0,10,8,29,-2,-2.8
Cc1cccc(NS(=O)(=O)c2cnc(Cl)c(Br)c2)n1,-5,-3.7,-3,0,14,-1,7,2,-0.7
CCN(CC)C(=O)C1CCCN(Cc2cccc(F)c2)C1 (configuration not stated),4,-0.8,10,5,22,-3,-3,-11,0.6
COc1ccc(S(=O)(=O)CCc2nnc(NC(C)=O)s2)cc1,-5,-3.4,-14,-2,3,2,-1,3,-3.8

Next entries.
Molecule,p-CIP stab down,IMP-1 inhibitor,GPR7 antagonist,IDE inh,NALP1 yeast inh,IDE act,PHOSPHO1 inh,PfM18AAP inh,VIM-2 inh
O=C(Nc1ccnn1C1CCN(Cc2ccccn2)CC1)c1cccc(F)c1,4,-2.6,-19,8,6,0,40,7,-5.8
CCOC(=O)C1CCN(S(=O)(=O)c2ccc3c(c2)CCN3C(=O)C2CCC2)CC1,-17,-5.0,-6,-2,17,3,17,2,-1.8
O=C(Cn1ncc2c3ccccc3n(Cc3ccccc3F)c2c1=O)N1CCN(c2ccccn2)CC1,-1,1.1,6,-6,3,-9,18,-3,-0.4
COC(=O)C(C(=O)Nc1ccccc1C)C1CCCCCC1 (configuration not stated),-3,-2.7,-7,4,1,/,37,-7,-2.9
CCOc1cc(NC(=S)NCCCN2CCOCC2)c(OCC)cc1NC(=O)C1CCCCC1,4,-2.2,-7,0,1,4,28,-5,-2.2
N#CCCN(Cc1ccncc1)C(=S)NC1CC2C=CC1C2 (configuration not stated),3,0.8,-9,0,33,/,34,-5,0.4
Cc1cccc(-n2c(O)c(C=Nc3ccc4c(c3)OCO4)c3ccccc3c2=O)n1,-11,-0.9,-10,2,6,-3,13,7,2.1
COc1ccc(NS(=O)(=O)c2cccc(C(=O)N/N=C/c3cn(-c4ccccc4)nc3-c3ccccc3)c2)cc1,-8,-2.7,-17,0,/,-4,2,-2,-2.8
O=C(CSc1nc2ccsc2c(=O)n1Cc1ccc(C(=O)O)cc1)NCC1CCCO1 (configuration not stated),2,-1.6,2,1,18,6,12,3,-1.0
Cc1cccc(N2N=C(C(=O)Nc3nc(C)cs3)CCC2=O)c1,-5,-1.4,-6,0,4,3,15,-3,-1.3
Cc1nnc(NC(=O)CSc2nnc(-c3ccco3)n2C(C)C)s1,-2,2.5,-8,3,-6,6,27,-7,-0.3
COc1ccccc1-c1nnc(SCC(=O)N2CCCC2)o1,6,-7.0,0,-5,14,3,24,1,-1.8
CCOC(=O)c1c2ccc(OCC(=O)N/N=C/c3ccc(Cl)cc3)cc2n2ccccc12,-20,-1.6,2,/,0,/,-25,1,1.6
COc1ccccc1CN1C[C@@H]2C[C@@H](c3cccc(C)c3)N3CCC[C@@]23C1=O,-10,-1.2,-10,2,5,/,41,-6,-1.7
CCC(Oc1ccccc1)C(=O)NC1CCCCCC1 (configuration not stated),5,-1.6,0,5,16,3,/,-9,-1.8
CCOc1ccccc1N(CC(=O)Nc1ccc(S(=O)(=O)N2CCOCC2)cc1)S(=O)(=O)c1ccc(Cl)cc1,7,-3.3,-1,8,4,5,5,-3,-1.4
CC(C)CC(=O)OC1C(N2CCOCC2)c2c(ccc(/C=C/C(=O)N3CCOCC3)c2O)OC1(C)C (configuration not stated),7,-3.2,-6,1,11,-1,6,-7,-4.0
COc1ccc(CCc2nnc(NS(C)(=O)=O)s2)cc1,-6,-4.2,-1,/,-3,5,14,-3,-3.1
O=C(CCNS(=O)(=O)c1ccc2[nH]c(=O)oc2c1)NCc1ccc(F)cc1,-8,-1.8,-7,0,9,9,10,-1,-1.6
CCc1cccc(NC(=O)c2snc3c(=O)[nH]cnc23)c1,-13,-1.1,-10,4,-2,4,-10,8,0.5
O=C(NC1CCCCC1)c1ccc(CNc2ccccc2)o1,-7,-1.5,-13,-1,17,1,21,2,-2.1
CC(=O)Nc1ccc(OCc2ccc3c(c2)OCO3)cc1,-5,-0.7,14,2,16,6,29,-12,-2.8
N/C(Cc1cccs1)=N\OC(=O)COc1ccc(Br)cc1,4,-2.4,-6,-1,14,1,22,9,0.7
CCN(CC)c1ccc(C(=O)OCC(=O)Nc2cc3oc4ccccc4c3cc2OC)cc1,-11,-2.4,-10,9,26,-1,-1,-1,-0.7
COCCn1c(SCC(=O)Nc2nc(C)cs2)nnc1C(C)C,-11,0.0,14,-7,19,3,30,-12,0.5
CN1C(C(=O)NCc2ccccc2)CC2Cn3c(nc4ccccc43)C21 (configuration not stated),-7,/,/,0,/,2,31,/,/
O=S(=O)(N1CCOCC1)n1nnc2ccccc21,-6,-1.4,13,-5,34,-1,11,0,-1.2
COC(=O)C1=NN(c2ccccc2)C2(S1)SC(C(C)=O)=C(C)N2c1ccccc1 (configuration not stated),-2,-0.7,-6,-3,9,5,12,-2,-1.4
NC(N)=NS(=O)(=O)c1ccc(NC(=S)NC(=O)c2ccc3c(c2)OCO3)cc1,-16,-1.9,-10,0,33,-5,30,4,-1.0

Screening data from PubChem BioAssay.
